Assay outcomes (PubChem BioAssay)
EBV LMP1 NFkB: inhibitors of Epstein-Barr LMP1-induced NF-kappaB reporter; LMP1-induced NF-kappaB luciferase reporter cells, luminescence; inhibition, % at 12.5 µM; 350,000 tested, 0.69% active; in the data active = inhibition above about 41%;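 note: 0% = neutral control wells and 100% = reference inhibitor control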
C8 TRAIL sens: sensitizes caspase-8 expressing cells to TRAIL; NB7+C8 cells + TRAIL, ATPlite viability luminescence; inhibition (viability loss, TRAIL sensitization), % at 10 µM; 360,000 tested, 1% active; AID 624354;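 active = compounds causing at least 50% loss of cell viability in the single-dose screen, relative to plate controls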
Peg3 promoter: Peg3 promoter activity inhibition | AID 588405 | HeLa PEG-Prom luciferase reporter, luminescence, overnight | 360,000 tested, 1.7% active | inhibition, % at 20 µM;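 active = inhibition of at least 50% at 20 µM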
MITF TRPM1 inh: inhibitors of MITF-driven TRPM1 promoter in melanoma cells | SK-MEL-5 TRPM1 promoter luciferase, 24 h | 330,000 tested, 0.83% active | AID 488899 | inhibition, % at 12.5 µM;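 active = mean inhibition across replicates of 60% or more, whatever share of single replicates reaches that level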; note: values of inactives mirror those of a sister screen read the other way
KKLEB cytotox: CF airway cell cytotoxicity counter-screen. KKLEB CF airway cells viability, ATPlite luminescence, overnight; stronger effect = lower value; cells stimulated with P. aeruginosa culture filtrate. 360,000 tested, 0.36% active. activity change (cytotoxicity), % at 5 µM;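 active = corrected activity change at or below -50% at 5 µM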
HIF-2a block: blocks HIF-2a reporter activity; 360,000 tested, 0.72% active; 786-0 RCC cells HIF-2a reporter, luciferase luminescence, overnight; inhibition, % at 18.8 µM;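 active = inhibition of the luminescence signal of 40% or more relative to plate controls, in a single-dose primary screen at 18.75 µM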
NR2E3 ag-1: human photoreceptor-specific nuclear receptor agonism; CHO-S Gal4-NCOR/VP16-NR2E3 two-hybrid, luciferase; inhibition of corepressor binding, % at 3.98 µM; 360,000 tested, 0.35% active; AID 602229;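 active = inhibition above the mean of all tested compounds plus 3 SD, cut at about 70% in these data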;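 note: 0% = DMSO with NR2E3 transfected cells and 100% = cells lacking NR2E3 construct; higher means lower luciferase signal from less NR2E3 corepressor binding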
Target sequence (Q9Y5X4 whole entry, looked up, the tested form may be a part): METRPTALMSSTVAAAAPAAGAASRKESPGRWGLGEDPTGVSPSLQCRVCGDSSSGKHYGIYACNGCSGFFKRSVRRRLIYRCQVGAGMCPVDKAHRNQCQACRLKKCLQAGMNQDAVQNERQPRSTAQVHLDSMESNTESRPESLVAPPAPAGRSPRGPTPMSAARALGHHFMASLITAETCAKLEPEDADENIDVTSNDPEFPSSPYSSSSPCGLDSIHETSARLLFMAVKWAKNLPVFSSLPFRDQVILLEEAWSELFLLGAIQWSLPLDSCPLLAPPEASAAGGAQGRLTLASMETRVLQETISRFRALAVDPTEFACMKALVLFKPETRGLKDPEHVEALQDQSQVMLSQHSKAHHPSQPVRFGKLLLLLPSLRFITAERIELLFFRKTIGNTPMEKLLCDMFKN
hiPSC survival: increases survival of single human iPS cells | hiPSC single-cell survival, ATPlite luminescence; 100% = ROCK inhibitor wells, 0% = DMSO | survival enhancement, % at 20 µM | 360,000 tested, 0.044% active | AID 602274; in the data active = survival enhancement above about 18%;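 note: cells exposed to compounds for 16 hours before the ATP read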
CF NFkB block: inhibitors of cystic fibrosis induced NF-kB; KKLEB NF-kB-GFP reporter, PAF-induced, GFP fluorescence overnight; inhibition, % at 5 µM; 360,000 tested, 0.86% active;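 active = at least 50% inhibition at 5 µM, scaled per plate between neutral and stimulator controls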;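 note: PAF is a Pseudomonas aeruginosa culture filtrate used as stimulus; plate controls were PAF-stimulated DMSO wells for no effect and unstimulated DMSO wells for full effect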
NR2E3 ag-2: NR2E3 (human) agonism; Q9Y5X4; GST-NR2E3/biotin-RetCOR TR-FRET, 1536-well; inhibition of corepressor binding, % at 4.78 µM; 320,000 tested, 0.12% active; AID 2300;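 active = percent inhibition above the cutoff of mean plus 3 SD of all tested compounds, set per screening campaign, cut at about 20% in these data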;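 note: 0% = DMSO wells and 100% = biotin wells as full block of FRET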
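Material – GST-tagged NR2E3 plus biotinylated RetCOR corepressor · Quantity – NR2E3 fusion 1.35 nM · Times – 5 h incubation at 4 °C · Medium – pH 7.5 Tris-based buffer · Technique – TR-FRET, Eu(K)-anti-GST donor, streptavidin-D2 acceptor, ex 340, em 617/671 nm · Benchmarks – high control biotin, low control 0.6% DMSO · Format – 1536-well plates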
Shn3 inh set2: inhibitors of Schnurri-3 3'UTR reporter in osteoblasts. Clone20 osteoblast Shn3 3'UTR firefly luciferase, 24 h. AID 588674. 360,000 tested, 0.52% active. inhibition, % at 12.5 µM;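 active = mean inhibition of at least 75% with every replicate also reaching 75%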;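 note: 0% = median of neutral control wells and 100% = pilot-screen positive control compound; some compounds past the cut are filed as inactive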
* hit, by the source's call; · = not tested or not shown.

SMILES	EBV LMP1 NFkB	C8 TRAIL sens	Peg3 promoter	MITF TRPM1 inh	KKLEB cytotox	HIF-2a block	NR2E3 ag-1	hiPSC survival	CF NFkB block	NR2E3 ag-2	Shn3 inh set2
Cc1ccc(CN2CC(C(=O)OCc3ccccc3Cl)CC2=O)cc1 (configuration not stated)	4.7	0.4	7.0	4.3	-2.1	7.1	-8.3	-0.3	3.4	-1.5	-42.3
CCOC(=O)c1[nH]c2ccccc2c1NC(=O)CN(C)C	-5.4	-11.2	-3.2	8.0	-35.9	10.8	-24.4	-0.5	7.5	-1.2	-3.7
COC(=O)c1cc(NC(=O)c2cccnc2)cc(C(=O)OC)c1	3.2	-19.6	12.0	-11.6	7.3	16.2	-14.1	-0.1	-13.6	-0.7	-5.8
CNC(=O)c1[nH]cnc1C(=O)Nc1ccccc1C	2.0	-9.4	-11.6	-1.4	-3.3	-16.4	-31.1	-0.6	-4.7	2.4	-4.3
COc1ccc(CN(C)C(=O)c2sccc2-c2ccccc2)c(OC)c1	0.0	-1.6	32.5	6.1	5.0	1.2	-19.2	-0.3	-9.6	3.2	10.7
O=C(CNC(=O)c1ccc2c(c1)OCO2)NCCOc1ccc(Cl)cc1	-6.6	-9.0	-3.1	1.3	-4.2	-18.0	4.8	1.6	5.7	·	-11.4
CCN(CC(=O)Nc1c(F)cccc1F)C(=O)CNC(=O)C1CCCCC1	-4.8	-1.9	-9.3	5.8	1.0	0.8	7.3	1.1	24.3	3.7	-0.9
Cc1ccc(CONC(=O)/N=C/N(C)C)cc1	-1.7	2.0	5.3	7.5	-3.8	9.4	-0.6	-0.3	6.7	0.7	-14.5
CCCS(=O)(=O)N1CCCC(C(=O)NC2CCCCC2)C1 (configuration not stated)	-3.1	5.9	-9.0	-17.2	4.6	-12.0	-14.1	-1.0	-12.7	0.9	-13.8
CCOC(=O)/C(=C/C=C1\Sc2cc(OCC)c(OCC)cc2N1CC)C(C)=O	6.3	3.6	27.2	-2.9	5.0	1.8	-12.5	1.0	-110.8	-5.4	24.2
CC(C)c1ccc(C(=O)Nc2ccc(CN3CCOCC3)cc2)cc1	16.7	29.4	-59.4	2.7	7.8	-37.5	-21.3	-0.7	12.5	-0.4	15.4
O=C(COC(=O)CCc1c[nH]c2ccccc12)Nc1ccccc1C(F)(F)F	3.4	-2.4	-5.1	0.4	-6.0	14.1	-5.2	-0.5	22.4	-1.5	-2.6
COc1ccccc1C(=O)NN=C1CCN(Cc2ccccc2)CC1	-5.8	5.5	3.2	0.5	-8.6	9.5	-31.0	0.3	9.7	-2.4	27.8
C[n+]1ccccc1/C=C/c1ccc2ncccc2c1	5.6	4.8	-3.9	2.9	0.6	-19.8	-27.8	1.4	-4.2	·	-15.8
Cc1ccc(CSc2nnc(-c3ccccn3)n2N)cc1	·	14.2	-63.1	·	-2.8	-119.7	-92.3	-0.4	-14.3	1.7	-34.1
Cc1ccccc1OCC1Cn2c(nc3c2c(=O)n(C)c(=O)n3C)O1 (configuration not stated)	5.9	-3.9	7.7	11.8	18.5	14.2	-1.2	0.9	-6.9	2.6	14.4
CC1C(=O)N(Cc2ccc(F)cc2)c2ccccc2N1C(=O)c1c(F)cccc1F (configuration not stated)	19.0	4.5	30.3	0.3	1.5	19.4	-10.8	0.6	14.7	1.4	0.7
OC(CNCCCN1CCCCC1)COc1ccccc1 (configuration not stated)	-1.4	-0.2	8.6	-7.2	-5.8	-5.7	13.5	-4.1	-9.0	-2.5	0.7
CC1=NN(c2cccc(C(=O)O)c2)C(=O)/C1=C\C=C\c1ccco1	3.6	8.4	-35.6	-22.0	1.6	-18.2	-63.0	-2.1	5.9	15.8	-33.2
O=C1CN(C(=O)c2ccco2)C(c2ccc(F)cc2)c2cc(Cl)ccc2N1 (configuration not stated)	-9.1	2.1	6.3	10.1	2.8	23.8	-11.6	0.1	14.0	4.1	11.4
O=C(Nc1cccc(F)c1)c1ccccc1-c1ccccc1	-1.6	10.8	-9.4	-3.9	-1.1	20.5	-27.3	-0.7	9.4	-1.0	-7.3
COc1ccc(C2C3=C(CC(C)(C)CC3=O)Nc3n[nH]c(C)c32)cc1 (configuration not stated)	6.0	-12.1	7.1	6.0	-1.2	21.6	-2.5	-5.3	9.3	1.0	13.9
O=C(Nc1ccccc1)C1C2CCCCC21 (configuration not stated)	-8.8	28.4	-78.8	-21.7	-0.6	-116.6	-7.0	0.3	-24.9	1.9	-24.1
COc1ccc2c(c1)c(CC(=O)Nc1ccc(C(C)=O)cc1)c(C)n2C(=O)c1ccc(Cl)cc1	12.2	7.0	-21.9	5.2	16.4	-42.1	-22.6	-1.9	-13.3	0.1	11.9
C=CC[C@@H](CC(=O)N(CCO)Cc1ccccc1)C(=O)N[C@@H](COC(=O)[C@H](CC=C)CC(=O)OC(C)(C)C)Cc1c[nH]c2ccccc12	-1.7	26.4	31.6	6.1	-1.9	13.9	-1.5	1.3	19.2	·	9.0
Other structures follow:
SMILES	EBV LMP1 NFkB	C8 TRAIL sens	Peg3 promoter	MITF TRPM1 inh	KKLEB cytotox	HIF-2a block	NR2E3 ag-1	hiPSC survival	CF NFkB block	NR2E3 ag-2	Shn3 inh set2
CCCN1Cc2cccc(C(=O)NC3CCCC3)c2C1=O	8.6	-5.7	13.6	0.8	0.4	12.5	1.2	1.3	-3.2	2.8	1.6
CCOC(=O)Cn1c(N2CCCCCC2)nc2c1c(=O)[nH]c(=O)n2C	-8.3	-0.5	18.4	5.3	-7.7	19.2	-5.3	0.9	24.5	2.4	7.4
O=C(CN1C(=O)CCS(=O)(=O)c2ccccc21)NCc1ccc2c(c1)OCO2	0.2	-7.1	5.9	-0.8	-8.7	15.6	11.2	-0.7	-0.3	-3.1	-6.0
Cc1c(CCC(=O)NCCCn2ccnc2)c(=O)oc2cc3occ(C(C)(C)C)c3cc12	3.4	6.1	14.9	-20.1	-0.6	5.1	0.4	0.8	16.9	2.0	9.1
COc1ccc(C(=O)Nc2cccc3nc(C)ccc23)cc1OC	-2.5	8.5	7.1	-9.4	2.4	6.5	4.2	-0.5	8.2	3.0	-8.8
Cn1c(=O)n(C)c2cc(NC(=O)c3ccccc3NS(C)(=O)=O)ccc21	1.2	-0.2	-3.5	-0.2	-1.4	1.8	-12.4	0.0	-32.3	5.8	-5.7
COC(=O)C1CC(O)CN1C(=O)Nc1ccccc1 (configuration not stated)	-0.2	-3.9	-3.0	-1.6	2.4	8.1	9.3	-1.2	-1.4	1.3	-14.2
Cc1cccc(Oc2ncc(-c3ccc(Cl)cc3)cn2)c1	-4.3	-0.1	-30.0	-39.3	-2.8	-70.3	6.6	11.3	6.1	3.9	-24.7
CC1CCCCN1C(=S)NC(=O)c1cccs1 (configuration not stated)	-3.2	-10.1	2.4	14.9	-6.6	5.8	-20.9	-0.6	-2.7	-3.2	4.1
Cc1oc(CC(C)C)c(CN2CCCC2)c1C(=O)O	-4.6	-4.4	6.1	-10.3	4.5	11.9	1.5	0.4	6.6	-2.7	·
Cc1cc(C)c2[nH]c(C)c(CN3CCCCCC3)c(=O)c2c1	-2.9	-9.2	6.1	2.3	-19.1	1.0	-29.9	2.1	-18.3	1.8	-1.7
Cc1ccc(CCC(=O)Nc2ccccc2F)s1	-22.4	1.7	-215.6	-56.9	10.3	-195.3	-20.2	0.2	-14.5	11.2	-58.8
CC(C)OC(=O)Cn1nc(C(c2ccccc2)c2ccccc2)oc1=O	-0.5	3.5	0.8	0.1	10.4	17.6	1.7	-0.8	-10.7	-2.6	-1.7
C=CCNc1oc(-c2cccc3ccccc23)nc1C#N	-9.0	-16.5	-167.5	-30.3	8.5	-217.1	-40.1	-0.6	4.8	1.1	-17.5
O=C(CCCn1c(=O)[nH]c2ccccc2c1=O)Nc1ccc(F)cc1	-5.4	-7.6	17.4	-14.5	6.0	14.9	18.0	0.9	-0.4	6.6	0.0

Some of the compounds tested. The share of hits here may be higher or lower than overall.
